Screening results (PubChem BioAssay)
EPAC1 ag – qHTS for Agonist of cAMP-regulated guanine nucleotide exchange factor 3 (EPAC1): primary screen. AID 720707, 2013. 360,000 compounds, 0.073% hits. Rap guanine nucleotide exchange factor 3 (Homo sapiens), O95398. EPAC1 agonist qHTS, biochemical assay; response scale: 100% = response to 6.5 mM cAMP. Potency, µM (doses to about 154 µM), for inactives: top-dose activation, actives largely listed as activators; also: nearly all actives have a fitted effect of over 60% in size
Target sequence (O95398 whole entry, looked up): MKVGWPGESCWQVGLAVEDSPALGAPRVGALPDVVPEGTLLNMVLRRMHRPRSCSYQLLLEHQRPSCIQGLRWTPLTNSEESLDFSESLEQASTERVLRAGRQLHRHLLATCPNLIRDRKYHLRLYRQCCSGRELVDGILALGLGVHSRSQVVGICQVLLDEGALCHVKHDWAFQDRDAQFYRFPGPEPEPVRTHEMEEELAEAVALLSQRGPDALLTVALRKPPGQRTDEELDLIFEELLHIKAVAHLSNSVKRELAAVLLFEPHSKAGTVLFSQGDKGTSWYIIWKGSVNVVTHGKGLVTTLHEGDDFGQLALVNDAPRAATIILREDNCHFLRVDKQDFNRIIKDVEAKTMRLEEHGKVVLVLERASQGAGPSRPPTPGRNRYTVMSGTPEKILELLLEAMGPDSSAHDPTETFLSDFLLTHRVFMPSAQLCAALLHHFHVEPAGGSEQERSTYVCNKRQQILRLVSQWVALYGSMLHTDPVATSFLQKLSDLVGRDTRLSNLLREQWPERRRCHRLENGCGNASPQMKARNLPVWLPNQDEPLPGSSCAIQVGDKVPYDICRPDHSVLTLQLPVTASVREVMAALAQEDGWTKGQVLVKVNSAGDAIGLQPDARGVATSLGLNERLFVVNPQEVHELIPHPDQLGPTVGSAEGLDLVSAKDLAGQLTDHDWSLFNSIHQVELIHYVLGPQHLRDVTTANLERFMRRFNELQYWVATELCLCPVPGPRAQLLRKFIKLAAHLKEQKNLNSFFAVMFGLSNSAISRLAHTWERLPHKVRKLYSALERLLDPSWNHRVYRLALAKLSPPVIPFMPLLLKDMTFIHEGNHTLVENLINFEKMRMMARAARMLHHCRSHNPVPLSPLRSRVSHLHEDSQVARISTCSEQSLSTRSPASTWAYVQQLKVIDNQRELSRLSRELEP
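Fluorescent GDP-exchange assay: 100 nM EPAC1 with 250 nM Rap1B preloaded with BODIPY-GDP and 50 uM GDP; compounds tested as concentration series, 5 min at room temperature, then read every 5 min for 30 min (ex 480/em 540 nm); normalized to 6.5 mM cAMP.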
aSyn yeast inh – qHTS of alpha-syn Inhibitors | Yeast expressing alpha-synuclein, growth rescue, BacTiter-Glo, 24 h | Potency, µM (top dose mostly 46.1 µM), for the others: top-dose growth rescue (activation), hits mostly activators | 370,000 compounds, 0.14% hits | AID 652106, 2013; also: % of control where 0% means no effect; nearly all actives have a fitted effect of over 65% in size
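Rescue of yeast growth: cells expressing toxic alpha-synuclein, induced in galactose at OD600 0.02, incubated with compound 24 h at 30 C. ATP luminescence quantified growth; inhibitors of toxicity appear as activators.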
EPAC1 antag – qHTS for Antagonist of cAMP-regulated guanine nucleotide exchange factor 3 (EPAC1): primary screen | Rap guanine nucleotide exchange factor 3 (Homo sapiens), O95398 | EPAC1 GEF assay, Rap1b-BODIPY-GDP exchange fluorescence | Potency, µM (highest dose often 115 µM), for the others: at the top dose activity change, negative = inhibition, actives largely listed as inhibitors | 360,000 compounds, 0.14% hits | AID 720709, 2013;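 also: plate controls were vehicle for no effect and positive control for full effect; nearly all actives have a fitted effect of over 50% in size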
TDP-43 yeast inh – qHTS of TDP-43 Inhibitors | TDP-43 expressing yeast growth rescue, BacTiter-Glo, 24 h | Potency, µM (doses to about 46.1 µM), for inactives: at the top dose growth rescue (activation), hits mostly activators | 410,000 compounds, 1.8% hits; also: % of control where 0% means no effect; nearly all actives have a fitted effect of over 50% in size
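Cell-based yeast growth screen: TDP-43 expression induced in galactose, inoculum OD600=0.02 after raffinose pregrowth to mid-log. Read-out BacTiter-Glo luminescence at 24 hr, 30 deg C; inhibition of toxicity seen as signal increase.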
EPAC2 agonist – qHTS for Agonist of cAMP-regulated guanine nucleotide exchange factor 4 (EPAC2): primary screen. Rap guanine nucleotide exchange factor 4 (Homo sapiens), Q8WZA2. EPAC2 activation, biochemical qHTS; response scale: 100% = 6.5 mM cAMP response. Potency, µM (doses to about 154 µM), inactives show at the highest dose activation, hits mostly activators. 360,000 compounds, 0.079% hits. AID 720711, 2013; also: nearly all actives have a fitted effect of over 50% in size
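In this primary screen, activation is scored as increased exchange of BODIPY-GDP from Rap1B by 100 nM EPAC2, with 50 uM GDP as competitor. Signal is normalized to the 6.5 mM cAMP agonist control.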
FUS suppressor – qHTS for Suppressors of FUS Proteinopathy: Primary screen using FUS-linked yeast assay; 390,000 compounds, 0.24% hits; Potency, µM (top dose mostly 76.6 µM), for inactives: at the top dose growth rescue (activation), usual class: activators; S. cerevisiae FUS-expressing, growth rescue, OD600, 24 h;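 also: plate controls were DMSO vehicle for no effect and reference control for full effect; nearly all actives have a fitted effect of over 55% in size; some results filed as inactive show a strong effect at the top dose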
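Compound concentration series was pinned onto galactose-induced FUS-expressing yeast seeded at OD 0.005. Plates sat 24hr at 30C; absorbance at 600 nm gave growth. DMSO served as background control.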
EPAC2 antag – qHTS for Antagonist of cAMP-regulated guanine nucleotide exchange factor 2 (EPAC2): primary screen; EPAC2 GEF exchange of Rap1B-BODIPY-GDP, fluorescence; Potency, µM (titrated, usually from 114 µM), without a hit: at the top dose activity, negative = inhibition, most hits filed as inhibitors; AID 720708, 2013; 360,000 compounds, 0.18% hits; also: % is scaled to controls: 0 for no effect and ±100 for the full control effect; nearly all actives have a fitted effect of over 45% in size; many of its hits are not listed in these tables
PTHR1 agonist – qHTS for PTHR1 Agonists: Primary Screen; HEK293 GP2 PTHR1 cells, GloSensor cAMP luminescence, 1 h; Potency, µM (titrated, usually from 115 µM), for inactives: at the top dose activation, actives largely listed as activators; 410,000 compounds, 0.075% hits; AID 743266, 2014; also: nearly all actives have a fitted effect of over 55% in size; some results filed as inactive show a strong effect at the top dose; inactives centre near -15; many of its hits are not listed in these tables
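HEK-293-derived GP2 cells expressing PTHR1 and a GloSensor cAMP reporter, 3,000/well, plated overnight, given luciferin plus IBMX (each 0.5 mM as added) for 1 h at 37 °C, then compound for 1 h at 37 °C. Luminescence was read after 15 min at room temperature.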
Numbers without * were called inactive; i = inactive; ? = inconclusive; nt = no result given; & = joins results of further samples; [ ] = remark or other dose. Calls follow the shape of the dose curve; as a rule, active = well fitted curve in the direction sought with a large enough effect; inconclusive = small, poorly fitted or top-dose-only effect, or another doubt; inactive = no such curve, though single readings can be large; an effect the other way counts as inactive or inconclusive. Potency is read from the fitted curve at half-maximal effect. An excerpt. The share of hits here may be higher or lower than overall.

[1] Cc1nn(CC#N)c(=O)n1-c1ccccc1
[2] Cc1cccc(N(CC(=O)NC2CCCC2)C(=O)c2cc3cc4cccc(C)c4nc3s2)c1C
[3] COc1ccc(CNc2ccc(-c3ccc(OC)cc3)nn2)cc1
[4] N/C(=N\OC(=O)/C=C/c1ccccc1)c1ccccc1
[5] CC(Sc1ccc(S(=O)(=O)N2CCOCC2)cn1)C(=O)Nc1ccc(Cl)cc1Cl (configuration not stated)
[6] OC(C1=CC(=Cc2ccncc2)c2ccccc21)c1ccncc1 (configuration not stated)
[7] COc1ccc(CNC(=S)NNC(=O)c2cc3ccccc3o2)cc1
[8] COc1ccc(CNC(=O)C2CCCN2CCc2ccccc2)cc1OC (configuration not stated)

entry no.	1	2	3	4	5	6	7	8
PTHR1 agonist	i	i	i	-15%[57.5 µM]	-12%	-32%[inhibitor]	-11%	-12%
aSyn yeast inh	6%	3%	4%	-19%	1%	14%	-8%	0%
EPAC2 agonist	2%	-1%	-7%	11%	15%	5%	-2%	1%
EPAC1 ag	4%	2%	-2%	14%	-1%	-2%	2%	-6%
EPAC1 antag	9%	-10%	-2%	1%	5%	-9%	1%	-2%
TDP-43 yeast inh	8%	-23%	-9%	18µM*	3%	-25%	4%	0%
FUS suppressor	11%	?	-11%	-4%	-27%	4%	1%	3%
EPAC2 antag	-2%	2%	-7%	-4%	-8%	4%	-5%	2%

[9] Cc1cn([C@H]2C[C@H](O)[C@@H](CNCc3ccc(F)c(N4CCOCC4)c3)O2)c(=O)[nH]c1=O
[10] O=C(c1cccnc1)N1CCN(S(=O)(=O)c2ccc(S(=O)(=O)N3CCCC3)cc2)CC1
[11] O=[N+]([O-])c1cc(Cl)ccc1NCCc1ccccn1
[12] COC1=CC(=O)c2c(ccc3ncnc(N)c23)C1=O
[13] C=CCNC(=S)NNc1nc2c(c(=O)[nH]1)C1(CCCC1)Cc1ccccc1-2
[14] CC1CCCCN1S(=O)(=O)c1ccc(C(=O)Nc2nnc(-c3cccs3)o2)cc1 (configuration not stated)
[15] Cc1cc(C)c(C(=O)C[n+]2cccc(C(N)=O)c2)c(C)c1
[16] Cc1ccc2c(c1)[C@H]1[C@H](CO2)[C@H](c2ccccc2)[C@]2(C)C(=O)N(Cc3ccc(Cl)cc3)CC(=O)N12

entry no.	9	10	11	12	13	14	15	16
PTHR1 agonist	-23%	?	i	-33%[inhibitor]	?	-8%[57.5 µM]	i	i
aSyn yeast inh	4%	-11%	-13%	-67%[inhibitor]	-1%	1%	-3%	0%
EPAC2 agonist	-1%	5%	-3%	-1%	18%	6%	16%	7%
EPAC1 ag	-4%	8%	-2%	-6%	5%	7%	2%	-4%
EPAC1 antag	11%	1%	-14%	40µM*	-8%	1%	-16%	-18%
TDP-43 yeast inh	13%	-16%	4%	26%	5%	16%	8%	25%
FUS suppressor	-24%	22%	-28%	nt	38%	10%	-6%	?
EPAC2 antag	4%	-1%	56µM*	40µM*	-1%	-2%	-1%	-3%

Part of the list above, reduced to EPAC2 antag, PTHR1 agonist and EPAC1 ag.
No.	SMILES	EPAC2 antag	PTHR1 agonist	EPAC1 ag
14	CC1CCCCN1S(=O)(=O)c1ccc(C(=O)Nc2nnc(-c3cccs3)o2)cc1 (configuration not stated)	-2%	-8%[57.5 µM]	7%
16	Cc1ccc2c(c1)[C@H]1[C@H](CO2)[C@H](c2ccccc2)[C@]2(C)C(=O)N(Cc3ccc(Cl)cc3)CC(=O)N12	-3%	i	-4%

Continuation.
[17] CCN(CC)CCOC(=O)c1ccccc1Br
[18] CCN(CC)NC(=S)Nc1ccccc1
[19] CCCCC(O)(c1ccc(F)cc1)C(CN1CCOCC1)c1ccc(Cl)cc1 (configuration not stated)
[20] CC1CN(S(=O)(=O)c2cc(C(=O)NC(C)c3cccnc3)ccc2Cl)CC(C)O1 (configuration not stated)
[21] Cc1ccnc(N2CCC(C(=O)NC3CCCCCC3)CC2)n1
[22] Cc1cccc(Cn2c(SCCN3CCOCC3)nc3c2c(=O)n(C)c(=O)n3C)c1
[23] COc1ccc(-c2cc(C(F)(F)F)nc(S(=O)(=O)CCCC(=O)Nc3cc(C)on3)n2)cc1OC
[24] C/C(=N\NC(=O)c1ccc(C)cc1C)c1ccc(-n2ccnc2)cc1

entry no.	17	18	19	20	21	22	23	24
PTHR1 agonist	-11%	i	-4%	-5%	-6%[57.5 µM]	-7%	-46%[inhibitor]	i
aSyn yeast inh	-4%	-14%	19%	-5%	-3%	-6%	2%	-11%
EPAC2 agonist	5%	4%	-4%	-3%	6%	10%	-8%	-2%
EPAC1 ag	-1%	5%	5%	0%	8%	0%	-22%	3%
EPAC1 antag	-2%	13%	-20%	-11%	-4%	3%	-18%	-5%
TDP-43 yeast inh	-2%[9.22 µM]	-6%	7%	-5%	21%	16%	-8%	4%
FUS suppressor	-7%	12%	9%	8%	23%	-14%	4%	-14%
EPAC2 antag	-3%	11%	-28%	-1%	-5%	-12%	7%	5%

[25] NC(=O)c1c(NC(=O)CN2CCN(S(=O)(=O)c3ccccc3)CC2)sc2c1CCC2
[26] CC(C)Cc1csc(NC(=O)c2ccc(Br)cc2)c1C(=O)O
[27] COc1ccc(CN2C(=O)C(CC(=O)NC3CC3)CC(C(=O)N3CCOCC3)=C2C)cc1 (configuration not stated)
[28] COc1ccccc1NC(=O)CSc1ncc(CO)n1Cc1ccc(F)cc1
[29] O=C(c1ccc(Cl)c([N+](=O)[O-])c1)N(c1ccccn1)c1ccccn1
[30] O=C(COC(=O)c1ccccc1F)NC1CCCC1
[31] Oc1ccc(Cl)cc1CNc1cnc2ccccc2c1
[32] O=c1cc(N2CCCCC2)c(-c2ccccc2)nn1Cc1cccc(F)c1

entry no.	25	26	27	28	29	30	31	32
PTHR1 agonist	-35%[inhibitor]	i	-16%	16%	-6%	-4%	-41%[inhibitor]	-16%
aSyn yeast inh	3%	-11%	-3%	6%&-1%	0%	0%	?	0%
EPAC2 agonist	6%	10%	1%	16%	17%	5%	14%	12%
EPAC1 ag	-2%	-1%	-5%	9%	-4%	-2%	5%	-1%
EPAC1 antag	?	-29%	15%	7%	0%	-12%	8%	-24%
TDP-43 yeast inh	21%	-2%	-27%	19%&-26%	-3%	9%	28%	?
FUS suppressor	41%	-25%	-9%	-13%&4%	nt	8%	-5%	36%
EPAC2 antag	-7%	2%	9%	-6%	0%	-12%	-14%	-27%[57.1 µM]

[33] CC(=O)Nc1ccccc1C(=O)C(=O)Nc1cccc(C(=O)NCc2ccccc2)c1
[34] COC(=O)C(Cc1c[nH]c2ccccc12)NC(=O)c1ccc2nc[nH]c2c1 (configuration not stated)
[35] COCCNC(=O)c1cc2c(c(-c3cccc(-c4cc5ccccc5o4)c3)n1)[C@H](CCO)N(S(=O)C(C)(C)C)C2 (some centres not stated)
[36] O=C1CN(S(=O)(=O)c2cccc(C(=O)O)c2)c2ccccc2N1
[37] O=C1CC(c2ccsc2)c2cc3c(cc2N1)OCCO3 (configuration not stated)
[38] CCCCC(CCCCl)C(=O)Nc1ccccc1 (configuration not stated)
[39] O=C(CSc1ccc(Br)cc1)Nc1ccccc1Oc1ccccc1
[40] CCOC(=O)c1c(CSc2ccccc2)n(C)c2ccc(O)c(CN3CCOCC3)c12

entry no.	33	34	35	36	37	38	39	40
PTHR1 agonist	-5%	-15%	-15%	?	-14%	-16%	i	i
aSyn yeast inh	5%	0%	2%	5%	8%	1%	4%	-3%
EPAC2 agonist	4%	-9%	9%	17%	2%	-7%	-2%	18%
EPAC1 ag	6%	-2%	1%	-1%	-2%	1%	-10%	-7%
EPAC1 antag	-2%	-11%	1%	-2%	-2%	-8%	-2%	-2%
TDP-43 yeast inh	23%	6%	4%	0%	0%	10%	-13%	24%
FUS suppressor	nt	9%	30%	37%	-12%	-12%	-2%	-6%
EPAC2 antag	-1%	-6%	-1%	9%	-12%	-1%	-1%	10%

[41] CCN(CC)c1ccc(/C=N/NC(=O)c2c[nH]c3ccccc23)cc1
[42] COc1ccc(C(=O)NC(C)(C)C)cc1S(=O)(=O)N1CCCC1
[43] O=C(NCCCNCc1ccccc1)c1ccc(/C=N/O)nc1
[44] O=C(Nc1ccncc1)c1ccccc1-c1ccccc1
[45] CCN1CCN(C(c2cccs2)C(C)NS(=O)(=O)c2ccc(F)cc2)CC1 (configuration not stated)
[46] Cc1cccc(C(=O)NNS(=O)(=O)c2ccccc2[N+](=O)[O-])c1
[47] COc1ccccc1CC(=O)NCCc1c[nH]c2ccccc12
[48] Cc1ccc(C(=O)COC(=O)c2cnccn2)cc1
[49] COc1ccc(N(CC(=O)Nc2ccc(C(C)C)cc2)S(=O)(=O)c2c(C)noc2C)cc1

entry no.	41	42	43	44	45	46	47	48	49
PTHR1 agonist	-2%	i	i	i	i	i	-13%	-12%[57.5 µM]	i
aSyn yeast inh	-5%	-5%	-3%	1%	1%	6%	-5%	1%	0%
EPAC2 agonist	11%	2%	1%	3%	14%	-6%	10%	6%	-9%
EPAC1 ag	-1%	2%	-8%	10%	-4%	7%	12%	7%	-14%
EPAC1 antag	?	-8%	3%	-2%	-10%	-19%	16%	0%	13%
TDP-43 yeast inh	-7%	-11%	-8%	5%[9.22 µM]	5%	6%	-4%	3%	11%
FUS suppressor	16%	7%	18%	-3%	-14%	-34%	18%	-1%	13%
EPAC2 antag	-15%	-3%[57.1 µM]	-8%[57.1 µM]	7%	10%	-4%	-5%	-3%	8%

Arranged by molecular weight (largest number first): 3 of the compounds above.
[14] CC1CCCCN1S(=O)(=O)c1ccc(C(=O)Nc2nnc(-c3cccs3)o2)cc1 (configuration not stated)
[41] CCN(CC)c1ccc(/C=N/NC(=O)c2c[nH]c3ccccc23)cc1
[24] C/C(=N\NC(=O)c1ccc(C)cc1C)c1ccc(-n2ccnc2)cc1

entry no.	14	41	24
PTHR1 agonist	-8%[57.5 µM]	-2%	i
aSyn yeast inh	1%	-5%	-11%
EPAC2 agonist	6%	11%	-2%
EPAC1 ag	7%	-1%	3%
EPAC1 antag	1%	?	-5%
TDP-43 yeast inh	16%	-7%	4%
FUS suppressor	10%	16%	-14%
EPAC2 antag	-2%	-15%	5%
